# Screening data as filed in PubChem.
# Furin inh: human furin inhibitors, primary screen, biochemical, fluorescence intensity; purified furin, fluorogenic substrate cleavage; 220,000 compounds, 0.061% hits; inhibition, % at 30 µM; in the data active = inhibition above about 25%; note: inactives centre near -15
# p97 ATPase inh: inhibitors of human p97 ATPase, primary screen, biochemical; Transitional endoplasmic reticulum ATPase (Homo sapiens), P55072; recombinant p97 ATPase, Kinase-Glo ATP luminescence, 3 h; inhibition, % at 8 µM; 220,000 compounds, 0.42% hits; AID 1481, 2009; in the data active = inhibition above about 15%;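 note: 0% = DMSO vehicle and 100% = wells lacking enzyme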
# Cl transport mod: KCC2 cotransporter modulators, thallium flux, primary screen, cell-based, HEK293 KCC2, FluoZin-2 fluorescence, MLSMR | Solute carrier family 12 member 5 (Homo sapiens), Q9H2X9 | KCC2 cells, thallium flux FluoZin-2 fluorescence | B-score of Tl+ flux slope (higher = more flux/activation; lower = inhibition) at 10 µM | 190,000 compounds, 2.2% hits | AID 1456, 2008;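 active = thallium flux slope and its plate-corrected score both differing from the plate sample mean at a set confidence after two filtering rounds, in either direction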;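 note: slope of fluorescence scaled to starting intensity during 10 to 20 s after thallium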
# FXIa inh 1536: human FXIa protease inhibitors, primary screen, biochemical, 1536-well; Coagulation factor XI (Homo sapiens), P03951; purified FXIa, Boc-Glu-Ala-Arg-AMC fluorogenic substrate; inhibition, % at 5 µM; 220,000 compounds, 0.14% hits; AID 798, 2007;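 active = inhibition of at least 40%; inactive = inhibition below 40%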;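 note: fluorescence of freed AMC excited at 355 nm; 0% = enzyme without compound and 100% = no enzyme blank; many of its hits are not listed in these tables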
# Wee1 stabilizer: Wee1 degradation inhibitors, primary screen, cell-based, HeLa, Wee1K328M-luciferase, luminescence; Wee1-like protein kinase (Homo sapiens), P30291; HeLa Luc-Wee1K328M stability; 100% = proteasome inhibitor MG132 effect; reporter increase, % at 5 µM; 220,000 compounds, 1.2% hits;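 active = activation above the mean of all tested compounds plus 3 SD, set per screening run, cut at about 8.8% in these data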;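 note: cells exposed to compound for 20 h before luminescence read; 0% = DMSO alone and 100% = MG132 at 30 µM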
# KLK5 inh: human KLK5 protease inhibitors, primary screen, biochemical, 1536-well. Kallikrein-5 (Homo sapiens), Q9Y337. recombinant hK5, fluorogenic AMC substrate cleavage. inhibition, % at 5 µM. 210,000 compounds, 0.59% hits. AID 873, 2007;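 active = inhibition of 40% or more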;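 note: 0% = enzyme controls without compound and 100% = no-enzyme blanks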
# Target sequence (Q9Y337 67-293 limits assumed): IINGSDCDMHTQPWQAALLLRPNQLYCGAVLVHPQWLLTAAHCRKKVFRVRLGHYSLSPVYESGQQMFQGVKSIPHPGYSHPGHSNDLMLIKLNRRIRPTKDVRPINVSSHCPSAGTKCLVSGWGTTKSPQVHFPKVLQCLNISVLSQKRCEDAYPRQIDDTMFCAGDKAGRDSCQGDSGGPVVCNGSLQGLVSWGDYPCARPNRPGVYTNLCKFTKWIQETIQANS
# FXIIa inh: human FXIIa protease inhibitors, primary screen, biochemical, 1536-well; Coagulation factor XII (Homo sapiens), P00748; purified FXIIa, Boc-QGR-AMC fluorogenic substrate, 2 h; inhibition, % at 5 µM; 220,000 compounds, 0.3% hits; AID 800, 2007; in the data active = inhibition above about 40%;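 note: 0% = enzyme with no compound and 100% = blank without enzyme; many of its hits are not listed in these tables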
# Target sequence (P00748 20-372 limits assumed): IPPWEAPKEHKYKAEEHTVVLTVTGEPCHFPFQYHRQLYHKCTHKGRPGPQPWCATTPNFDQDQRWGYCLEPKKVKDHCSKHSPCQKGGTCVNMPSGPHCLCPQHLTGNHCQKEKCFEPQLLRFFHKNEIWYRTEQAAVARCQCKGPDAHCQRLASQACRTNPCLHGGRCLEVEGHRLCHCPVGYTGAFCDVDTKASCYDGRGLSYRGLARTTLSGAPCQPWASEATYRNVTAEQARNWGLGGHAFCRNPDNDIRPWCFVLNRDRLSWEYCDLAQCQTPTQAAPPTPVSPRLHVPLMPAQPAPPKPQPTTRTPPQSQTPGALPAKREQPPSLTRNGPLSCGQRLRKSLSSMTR
# Target sequence (P00748 373-615 limits assumed): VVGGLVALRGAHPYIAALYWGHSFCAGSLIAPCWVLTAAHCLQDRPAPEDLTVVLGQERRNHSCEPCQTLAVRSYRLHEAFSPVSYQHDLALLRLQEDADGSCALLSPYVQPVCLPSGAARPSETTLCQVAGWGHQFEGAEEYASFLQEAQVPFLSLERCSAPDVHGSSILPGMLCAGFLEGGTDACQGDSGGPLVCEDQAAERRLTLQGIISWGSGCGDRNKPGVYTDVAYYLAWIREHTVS
# PERK inh: block of dimerizer-induced PERK translation repression, primary screen, PERK inhibitor project, CHO PERK-DD cells, SEAP luminescence, HTS. Eukaryotic translation initiation factor 2-alpha kinase 3 (Homo sapiens), Q9NZJ5. CHO PERK-DD fusion, SEAP luminescence translation reporter. inhibition, % at 5.6 µM. 220,000 compounds, 0.17% hits. AID 1416, 2008;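 active = inhibition above the mean inhibition of all tested compounds plus 3 SD, set separately per screening campaign, cut at about 2.9% in these data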;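 note: PERK kinase domain activated by AP20187 dimerizer at 100 nM; 0% = DMSO with dimerizer and 100% = rapamycin at 8.4 µM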
# Thrombin inh: human alpha-thrombin inhibitors, primary screen, counter-screen for coagulation protease inhibitor project, biochemical, 1536-well, fluorogenic AMC substrate | Prothrombin (Homo sapiens), P00734 | Boc-VPR-AMC fluorogenic substrate cleavage | inhibition, % at 5 µM | 220,000 compounds, 0.26% hits | AID 1046, 2008;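 active = inhibition at or above 40%; inactive = inhibition below 40%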;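 note: 0% = enzyme with no compound and 100% = wells without enzyme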
#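 signal = AMC fluorescence, 355/460 nm | material = human alpha-thrombin enzyme | control set = enzyme without compound as high, wells lacking enzyme as low | times = reaction at room temperature | read-out basis = percent inhibition scaled between no-compound controls and no-enzyme blanks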
# * marks the source's active call; other numbers are inactive results; x = no result given; [ ] = dose if it differs, or a comment. The order is random. About 4.4% of those tested had a hit in this group.
No.	SMILES	Furin inh	p97 ATPase inh	Cl transport mod	FXIa inh 1536	Wee1 stabilizer
1	Cc1ccc(SCc2nc(N)nc(Nc3ccccc3C)n2)c(C)c1	-7	-1	-0.3	4	5
2	Cc1ccc(NC(=O)CSCc2ccco2)cc1	-24	1	-0.48	-3	-1
3	CCOc1ccc(C(C)NC(=O)Cc2ccccc2F)cc1OCC (stereo unspecified)	-27	-3	-0.00081	-5	1
4	CC(C)Cn1c(N)c(C(=O)CSc2ncnc3sc4c(c23)CCCC4)c(=O)n(C)c1=O	-15	4	7.9*	9	1
5	COc1ccc(C2C=C(c3ccccc3)Nc3ncnn32)cc1 (stereo unspecified)	-31[20 µM]	-1	x	-7	0
6	Fc1ccccc1Cc1nnc2n1N=C(c1ccc(Cl)cc1)CS2	6[20 µM]	-1	0.88	-4	1
7	CCCc1cc(C(N)=O)c(NC(=O)c2ccoc2C)s1	-15[20 µM]	7	1.6	9	0
8	Cc1ccc2nc(CSc3nc(C)ccc3C#N)[nH]c2c1	-2[20 µM]	1	-1.1	8	5
9	CC(Oc1cc(F)ccc1[N+](=O)[O-])C(=O)Nc1ccc(S(=O)(=O)N2CCCC2)cc1 (stereo unspecified)	-17	1	0.87	-1	1
10	O=C(CSc1nnc(-c2cccs2)o1)OCc1ccccc1	x	x	x	11	x
11	CCCCC(=O)Nc1ccc(C(=O)N(CC)c2ccccc2C)cc1	-12	1	-0.13	-4	0
12	Cc1cccc(-n2ncc3c(N4CCc5ccccc54)ncnc32)c1	-28[20 µM]	5	-0.27	1	0

No.	KLK5 inh	FXIIa inh	PERK inh	Thrombin inh
1	-24	7	0.7	0
2	-5	9	0.9	5
3	-1	8	-0.2	-10
4	-18	8	1.1	0
5	-15	3	-0.1	-3
6	-1	4	-0.8	2
7	-16	8	0.4	8
8	-26	12	-0.8	3
9	1	4	1.2	-6
10	-8	13	x	1
11	-10	-2	0.2	1
12	2	7	0.2	0

# Following part.
No.	SMILES	Furin inh	p97 ATPase inh	Cl transport mod	FXIa inh 1536	Wee1 stabilizer
13	CCOC(=O)Nc1nc(-c2ccccc2)c(C(=O)c2ccc(Cl)cc2)s1	-1[20 µM]	-6	0.55	3	0
14	Cc1cc(CNC(=O)COc2ccc(C#N)cc2)c2ccccc2n1	-22	-2	0.21	-5	2
15	O=C(c1c(F)cccc1F)N1CCC(O)(c2cccnc2)CC1	-21	4	x	12	0
16	Cc1ccc(Sc2c([N+](=O)[O-])c(C)nn2C)cc1	-15	5	0.13	4	2
17	CCCCN1C(=O)C(O)(CC(=O)c2ccccn2)c2ccccc21 (stereo unspecified)	-9	4	0.81	4	-2
18	CC(C)c1csc2nc3n(c(=O)c12)CCCCC3	-20	1	0.83	22	0
19	Cc1ccc(CSCCNC(=O)c2ccc(Cl)c(S(=O)(=O)N3CCOCC3)c2)cc1	-3[20 µM]	-2	-2.3	4	0
20	O=C(NCc1n[nH]c(=S)n1Cc1ccccc1)c1ccccc1	-27	6	x	1	-1
21	Cc1ccc(CN(c2ccc(C(=O)Nc3ccc4c(c3)OCO4)cc2)S(C)(=O)=O)cc1	-19[20 µM]	0	4.7*	-4	-1
22	CCOC(=O)C(Cc1ccccc1)C(=O)Nc1cccc2ccccc12 (stereo unspecified)	-18	0	0.092	-1	0
23	NS(=O)(=O)c1ccc(CCNC(=O)CN2CCCCC2)cc1	-30	3	-0.051	2	-1
24	Cc1ccc(-n2c(Cn3cnc4ccccc43)nnc2SCC(=O)O)cc1	-24[20 µM]	5	0.4	-30	-2

No.	KLK5 inh	FXIIa inh	PERK inh	Thrombin inh
13	-3	16	-0.3	1
14	-6	4	-0.2	-8
15	0	15	1.4	-1
16	1	7	1.2	-2
17	1	6	0.9	x
18	2	14	0.6	-5
19	-22	1	-1.5	9
20	15	12	0.4	6
21	-3	2	-1.4	-11
22	-3	5	0.0	-4
23	-1	8	1.6	-5
24	6	12	0.7	1

# Other results follow.
No.	SMILES	Furin inh	p97 ATPase inh	Cl transport mod	FXIa inh 1536	Wee1 stabilizer
25	CC(=O)c1cccc(NC(=O)c2ccc(OC3CSC3)cc2)c1	-42	-2	-0.036	-3	0
26	Cc1ccc(-n2nnnc2SCC(=O)Nc2ncc(Cc3ccccc3Cl)s2)cc1	-17	4	0.061	20	1
27	CCCCCSc1nc(C)c(CC(=O)O)c(=O)[nH]1	2	3	2.4	4	-3
28	Cc1ccc(S(=O)(=O)N2CCCC2C(=O)NC2CCCCC2)cc1 (stereo unspecified)	-12	-2	0.83	0	1
29	O=C(OCc1nc(-c2ccccc2)oc1COC(=O)c1ccco1)c1ccco1	-21	-7	x	2	1
30	COC(CNc1ccc([N+](=O)[O-])c(NCC(OC)OC)c1C#N)OC	-21	2	-0.92	3	-1
31	CN(Cc1ccccc1)S(=O)(=O)c1ccc2c(c1)n(C)c(=O)c(=O)n2C	7	-2	-0.058	-2	0
32	O=c1c([N+](=O)[O-])c(NCCN2CCCCCC2)c2ccccc2n1-c1ccccc1	-12	-6	0.11	7	-2
33	N#Cc1ccc(C(=O)Nc2ccc([N+](=O)[O-])cc2)c(F)c1	-23	5	-0.066	-3	1
34	Cc1ccc(S(=O)(=O)N2CCN(Cc3nc4sc5c(c4c(=O)[nH]3)CCCC5)CC2)cc1	-28	4	0.24	8	-3
35	COc1cc(OC)cc(C(=O)NCc2ccc3c(c2)cc(C)n3C)c1	-16	3	-0.77	2	-1
36	COc1ccccc1N1CCN(C(=O)c2ccc3nc(-c4ccco4)c(-c4ccco4)nc3c2)CC1	-2[20 µM]	-8	-0.51	14	-1

No.	KLK5 inh	FXIIa inh	PERK inh	Thrombin inh
25	-15	0	-0.6	3
26	-2	16	1.0	1
27	-22	7	1.3	4
28	4	18	-0.9	0
29	2	11	0.1	-2
30	6	2	-0.1	-4
31	-1	8	-0.1	-3
32	27	15	-1.5	19
33	2	4	0.8	-5
34	-6	14	-0.1	2
35	3	12	0.5	-1
36	-3	20	-1.4	6

# Next structures follow.
No.	SMILES	Furin inh	p97 ATPase inh	Cl transport mod	FXIa inh 1536	Wee1 stabilizer
37	Nc1[nH]n(-c2ccccc2)c(=O)c1N=Nc1ccc2c(c1)OCCO2	-24	1	0.39	0	1
38	COCCCNC(=O)c1ccccc1C(F)(F)F	-16	-3	1.1	-4	2
39	CC(C1CC1)N(Cc1ccccc1)C(=O)NC(=O)c1ccc(F)cc1 (stereo unspecified)	-24	-4	0.82	-4	34*
40	O=C(c1cccc([N+](=O)[O-])c1)N1CCN(Cc2ccc3c(c2)OCO3)CC1	-14	6	-0.37	18	-4
41	CS(=O)(=O)c1ccc(C(=O)NCCN2C(=O)S/C(=C\c3cccnc3)C2=O)cc1[N+](=O)[O-]	-13	14	-0.24	-1	0
42	CCC1=C(OC(=O)N(CC)CC)N2C(=O)OC(=NCCOC)[C@]2(Cc2ccccc2)[C@H]2C1=CC[C@H]1C(=O)N(CC)C(=O)[C@H]12	-31	x	-0.038	-2	x
43	Cc1cccc(C)c1Nc1c(-c2ccccn2)nc2ccccn12	-21	2	0.23	0	-3
44	CC(C)(NO)/C(=N/O)c1cccs1	-22	2	1.4	4	-2
45	OC(c1ccccn1)c1c[nH]c2ccccc12 (stereo unspecified)	-18	5	1.3	-1	-2
46	Nc1ccc2nc(SCc3ccc([N+](=O)[O-])cc3)sc2c1	-20[20 µM]	1	x	5	5
47	O=C(c1cccc(C(=O)N2CCN(c3ccccc3F)CC2)n1)N1CCN(c2ccccc2F)CC1	-22[20 µM]	-2	-0.007	0	-1
48	CC(=O)Nc1cc[n+](C(C)C(=O)c2ccc(Br)cc2)cc1 (stereo unspecified)	-8	-6	-1.2	-4	-2

No.	KLK5 inh	FXIIa inh	PERK inh	Thrombin inh
37	10	4	0.9	-2
38	-2	3	0.0	-3
39	3	7	0.2	-3
40	15	16	-1.0	-1
41	2	9	-0.1	-4
42	-1	4	x	0
43	-5	-2	-0.1	-3
44	5	17	0.4	4
45	-9	9	0.6	0
46	2	7	-0.9	1
47	-4	-16	-0.9	-6
48	7	8	0.8	-9

# Carrying on:
No.	SMILES	Furin inh	p97 ATPase inh	Cl transport mod	FXIa inh 1536	Wee1 stabilizer
49	CCCOn1c(OCC(C)C)nc2ccccc2c1=O	-15	7	x	5	-4
50	O=C(Cc1ccc([N+](=O)[O-])cc1)NCc1ccc2c(c1)OCO2	-18	3	0.22	8	-2
51	COc1ccccc1CNS(=O)(=O)c1ccc2c(c1)oc(=O)n2C	-28	x	0.57	-3	x
52	CNc1nc(N)c([N+](=O)[O-])c(NCc2ccccc2)n1	-19	3	-0.049	19	-2
53	O=c1oc2c3c(nn2c2ccccc12)CCCC3	-6	5	x	7	-3
54	Cc1ccc(COc2ccc(/C=N/O)cc2)cc1	-14	2	-0.82	-4	2
55	COc1ccc2nc(N/C(N)=N/C(=S)Nc3c(C)cccc3C)nc(C)c2c1	-10	8	-0.53	6	0
56	CCC(C)/C(C)=N/NC(=O)c1ccc(CSc2nc3ccccc3s2)cc1 (stereo unspecified)	-19	-4	1	1	3
57	CCOC(=O)c1ccc(NC(=O)NCc2ccccc2)cc1	-31	4	-1.4	8	4
58	Nc1nc(-c2ccccc2)[nH]c(=O)c1N=O	-10	5	0.58	4	2
59	CCSc1nc(=S)n(Cc2ccccc2)c(C)c1C(C)=O	-22	3	-0.014	2	-4

No.	KLK5 inh	FXIIa inh	PERK inh	Thrombin inh
49	0	12	0.8	-1
50	-8	6	0.9	-1
51	0	7	x	-5
52	-7	25	-0.2	2
53	-13	12	0.4	-6
54	-25	3	1.2	-4
55	-9	13	1.7	2
56	-20	4	-0.1	-9
57	-20	-6	1.2	2
58	4	10	1.0	1
59	-9	5	-0.7	0

# From compound 50 up to 54, copied from above:
No.	SMILES	Furin inh	p97 ATPase inh	Cl transport mod	FXIa inh 1536	Wee1 stabilizer
50	O=C(Cc1ccc([N+](=O)[O-])cc1)NCc1ccc2c(c1)OCO2	-18	3	0.22	8	-2
51	COc1ccccc1CNS(=O)(=O)c1ccc2c(c1)oc(=O)n2C	-28	x	0.57	-3	x
52	CNc1nc(N)c([N+](=O)[O-])c(NCc2ccccc2)n1	-19	3	-0.049	19	-2
53	O=c1oc2c3c(nn2c2ccccc12)CCCC3	-6	5	x	7	-3
54	Cc1ccc(COc2ccc(/C=N/O)cc2)cc1	-14	2	-0.82	-4	2

No.	KLK5 inh	FXIIa inh	PERK inh	Thrombin inh
50	-8	6	0.9	-1
51	0	7	x	-5
52	-7	25	-0.2	2
53	-13	12	0.4	-6
54	-25	3	1.2	-4
